Screening results as filed in PubChem.
PTPN22 act: LYP phosphatase activators, primary screen, biochemical, DiFMUP fluorescence, 2 µM; activation, % at 2 µM; recombinant LYP; 0 = plate median, 100 = signal doubled; Tyrosine-protein phosphatase non-receptor type 22 (Homo sapiens), Q9Y2R2; AID 697, 2007; 96,000 compounds, 0.11% hits;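 active means activation at 2 µM above a set limit, the mean plus 5 SD, cut at about 37% in these data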
Target sequence (Q9Y2R2 whole entry, looked up): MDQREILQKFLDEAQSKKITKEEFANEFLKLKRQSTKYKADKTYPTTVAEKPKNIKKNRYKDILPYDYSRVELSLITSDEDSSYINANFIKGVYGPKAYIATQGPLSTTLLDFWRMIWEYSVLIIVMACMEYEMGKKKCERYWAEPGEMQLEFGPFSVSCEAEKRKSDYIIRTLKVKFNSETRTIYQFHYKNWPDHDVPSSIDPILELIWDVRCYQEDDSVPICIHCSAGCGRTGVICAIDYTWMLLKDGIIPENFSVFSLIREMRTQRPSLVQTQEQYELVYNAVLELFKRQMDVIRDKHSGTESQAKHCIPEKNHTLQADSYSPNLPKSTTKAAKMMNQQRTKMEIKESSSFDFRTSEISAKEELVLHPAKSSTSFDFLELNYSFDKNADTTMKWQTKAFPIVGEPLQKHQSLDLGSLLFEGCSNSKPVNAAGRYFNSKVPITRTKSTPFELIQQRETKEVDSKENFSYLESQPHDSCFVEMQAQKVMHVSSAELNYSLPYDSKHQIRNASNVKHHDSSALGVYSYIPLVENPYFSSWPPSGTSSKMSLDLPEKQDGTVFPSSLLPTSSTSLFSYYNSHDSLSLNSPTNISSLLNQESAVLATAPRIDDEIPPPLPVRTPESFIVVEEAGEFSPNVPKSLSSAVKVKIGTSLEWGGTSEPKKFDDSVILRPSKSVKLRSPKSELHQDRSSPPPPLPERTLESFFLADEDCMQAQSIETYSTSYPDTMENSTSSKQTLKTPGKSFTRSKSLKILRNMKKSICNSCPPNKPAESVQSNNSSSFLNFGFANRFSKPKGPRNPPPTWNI
PostGolgi ctrl: growth inhibition of yeast control strain, primary screen, counter-screen for post-Golgi transport modulator project; efflux-deficient yeast background strain, growth absorbance A615, 16 h; 98,000 compounds, 5% hits; inhibition, % at 10 µM; in the data active means inhibition above about 30%
sEH act: soluble epoxide hydrolase activators, primary screen, biochemical, human sEH; Bifunctional epoxide hydrolase 2 (Homo sapiens), P34913; purified human sEH enzymatic activity, activator screen; activation, % at 2 µM; 91,000 compounds, 0.04% hits; in the data active means activation above about 37%; further: values of inactives mirror those of a sister screen read the other way
Fibroblast inh: antiproliferative effect on LL 47 fibroblasts – human, LL 47 cells, CellTiter-Glo luminescence, primary screen. LL 47 human lung fibroblast viability, ATP luminescence; hits give low values. AID 719, 2007. viability, % at 10 µM. 85,000 compounds, 1.1% hits;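 active means viability at or below 50% in the single dose screen; inactive means viability above 50%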;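 further: compound exposure lasted 72 h before the ATP readout; 100% = median luminescence of untreated cell-only wells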
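Material: human lung fibroblast line LL 47, low passage; Evaluation: viability percentage against median untreated-cell control; Buffer or medium: 15% FBS in IMEM; Incubation: 72 h compound exposure at 37 °C after overnight plating; Dosing: 0.1% DMSO in all compound wells; Measured by: CellTiter-Glo luminescence.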
H69AR inhibit: proliferation blockers of H69AR lung cancer cells, primary screen, cell-based, human, 86K library; H69AR lung tumor viability, ATP luminescence, 72 h; hits give low values; viability, % at 10 µM; 85,000 compounds, 6% hits; AID 598, 2007;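 active means viability at or below 40%; inactive means viability above 40%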;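 further: multidrug resistant small cell line overexpressing MRP-1 efflux transporter; 100% = mean luminescence of untreated control wells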
S1P2 antag: human S1P2 receptor antagonists, primary screen, cell-based | inhibition, % at 5 µM | AID 736, 2007 | Sphingosine 1-phosphate receptor 2 (Homo sapiens), O95136 | cell-based S1P2 antagonist assay, inhibition at 5 uM | 97,000 compounds, 0.21% hits; in the data active means inhibition above about 45%;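 further: CRE beta-lactamase reporter cells expressing human S1P2 stimulated with S1P; 0% = agonist at EC80 alone and 100% = agonist plus reference antagonist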
HUVEC inhibit: inhibitors of HUVEC proliferation, primary screen, cell-based, 384-well; CellTiter-Glo luminescence, 72 h; hits give low values; viability, % at 10 µM (by protocol); 86,000 compounds, 1.1% hits; AID 648, 2007;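 active means viability at or below 30%; inactive means viability above 30%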;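 further: 100% = median luminescence of DMSO-only cell control wells on each plate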
S1P2 agonist: S1P2 receptor agonists, primary screen, cell-based | S1P2-expressing cell line, agonist reporter read-out | Sphingosine 1-phosphate receptor 2 (Homo sapiens), O95136 | activation, % at 4.5 µM | 97,000 compounds, 0.46% hits; in the data active means activation above about 16%;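 further: 0% = vehicle low control and 100% = maximal reference agonist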
sEH inh: soluble epoxide hydrolase inhibitors, primary screen, biochemical, human sEH | Bifunctional epoxide hydrolase 2 (Homo sapiens), P34913 | recombinant human sEH enzymatic activity assay | inhibition, % at 2 µM | 91,000 compounds, 0.34% hits | AID 707, 2007; in the data active means inhibition above about 80%; further: values of inactives mirror those of a sister screen read the other way; many of its hits are not listed in these tables
The depositor's hits bear a star; nt = no result given.

SMILES	PTPN22 act	PostGolgi ctrl	sEH act	Fibroblast inh	H69AR inhibit	S1P2 antag	HUVEC inhibit	S1P2 agonist	sEH inh
CCc1nnc(NC(=O)CSc2nnc(-c3cc4ccccc4cc3O)n2CCOC)s1	1.7	2.7	0.2	98.8	96.6	18.3	92.1	-3.4	-0.4
COCCNC(=O)CN1c2ccccc2CC1C (configuration not stated)	nt	7.8	nt	94.2	95.5	nt	86.9	nt	nt
CCc1ccc(S(=O)(=O)NCCc2cn3ccccc3n2)s1	3.0	2.2	-2.6	103.8	99.3	-27.0	108.6	-3.1	2.7
CC(C)(Oc1ccc(-c2ccco2)cc1)C(=O)O	nt	16.9	nt	101.3	88.4	nt	93.8	nt	nt
CCOc1ccc(NC(=O)C2CCCN(S(=O)(=O)c3c(C)nn(C)c3C)C2)cc1 (configuration not stated)	3.2	-2.4	-53.1	91.5	87.0	-0.6	90.5	-0.6	54.7
O=C(N/C=C/c1ccccc1)Nc1ccc(Cl)cc1	7.1	2.6	-37.2	nt	nt	13.5	nt	-2.4	36.7
O=C(Nc1ccc2c(c1)OCCO2)C1CCCN(c2ncccn2)C1 (configuration not stated)	1.9	7.2	-47.1	nt	nt	-0.7	nt	-5.2	47.2
Cc1cc(OC(C)C(=O)N/N=C/CC(C)c2ccccc2)ccc1Cl (configuration not stated)	-10.9	-2.3	-4.5	nt	nt	4.5	nt	-7.0	7.4
CCCc1nc2n[nH]c(N)c2c2c1CCC2	nt	-2.4	nt	98.5	100.3	nt	92.9	nt	nt
COCC(=O)Nc1c(C(=O)Nc2ccccc2OC)oc2ccccc12	0.2	21.4	-2.6	100.8	72.5	1.4	74.7	-4.1	3.9
COc1ccc(CNc2nc(NCc3ccc(OC)cc3)n(S(C)(=O)=O)n2)cc1	-4.0	12.8	-2.0	104.6	105.2	0.5	102.0	-7.8	5.5
CC(=O)NCCc1nc2ccccc2[nH]1	-10.9	4.1	8.2	99.0	89.0	5.3	97.4	-4.7	-9.2
CCCCCC(=O)Nc1ccc2oc(-c3ccncc3)nc2c1	6.6	3.7	-84.5	88.0	91.1	13.0	95.7	0.8	84.3*
O=C(Cn1cnc2c(nnn2Cc2ccccc2F)c1=O)N1CCN(c2ccccc2)CC1	-4.7	nt	-2.5	93.2	97.5	4.5	93.8	-2.8	5.3
CC1CCCCC1NC(=O)COC(=O)c1ccccn1 (configuration not stated)	-2.3	10.8	2.7	104.0	90.7	18.1	94.9	-6.9	-3.9
Cc1ccc(OCCNC(=O)C2CC(=O)N(c3ccc(C)cc3)C2)cc1 (configuration not stated)	-5.2	8.4	-8.4	98.1	88.0	-1.1	99.7	-7.2	8.5
Cn1c(=N)n(CC(O)c2cccc3ccccc23)c2ccccc21 (configuration not stated)	-2.7	-2.7	-5.1	84.0	26.5*	22.7	88.4	-7.0	6.4
CC(=O)OCc1cc2cc(C)ccc2[nH]c1=O	1.6	-5.1	12.9	97.8	93.6	-4.0	101.7	-6.3	-11.1
O=C(CN(Cc1ccccc1F)C(=O)c1ccco1)NCc1ccc(F)cc1	-5.6	-2.1	-5.5	98.0	101.9	18.2	86.8	-6.2	5.9
CCc1cc(=O)oc2cc(OC(C)C(=O)O)c(Cl)cc12 (configuration not stated)	nt	-4.8	nt	98.8	93.8	nt	98.0	nt	nt
CCSc1oc(-c2ccco2)nc1S(=O)(=O)c1ccccc1	-5.5	12.0	10.2	95.3	79.2	0.6	88.2	-6.8	-12.9
CCOc1ccccc1N(CC(=O)N1CCOCC1)S(=O)(=O)c1ccc(SC)cc1	6.9	13.5	-2.2	95.3	74.6	-20.4	105.3	-1.1	4.3
C=CCn1c(CC#N)nnc1N1CCOCC1	3.0	27.9	-5.3	91.1	99.8	4.8	94.8	-3.6	6.8
O=C(Nc1ccc(SC(F)F)cc1)c1cccc2nc3ccccc3nc12	-0.8	4.5	-1.3	39.4*	10.5*	1.9	25.5*	-7.1	4.8
O=C(CN1CCOCC1)N1CCN(S(=O)(=O)c2ccccc2)C1c1ccccc1 (configuration not stated)	nt	8.6	nt	91.0	61.1	nt	98.4	nt	nt
C=CCSc1nc2c(c(=O)n(C)c(=O)n2C)n1CC	12.4	-5.4	4.6	88.6	87.4	2.8	91.0	-3.3	-4.4
O=C1CCCC2=C1C(c1cccs1)n1nc(SCc3ccccc3F)nc1N2 (configuration not stated)	-5.3	15.7	-3.9	91.2	63.0	10.0	95.0	-2.5	3.2
COc1ccc(CNCCC(c2ccc(OC(C)C)cc2)C(C)C)cc1OC (configuration not stated)	-4.7	-0.6	-3.9	nt	nt	26.9	nt	-3.3	6.4
CCS(=O)(=O)N1CCC(C(=O)NCCc2ccc(OC)c(OC)c2)CC1	2.1	-8.9	nt	98.2	100.3	0.3	94.6	-9.3	nt
OC(CCN1CCOCC1)(c1ccc(Cl)cc1)C1CCCCC1 (configuration not stated)	12.5	10.7	0.2	96.2	75.1	-9.9	92.9	-3.8	1.3
CCn1nnnc1SCC(=O)N(C1CCCCC1)C1CCCCC1	-3.9	11.6	nt	109.7	86.4	3.0	107.3	-3.6	nt
Clc1ccc(CON/C=N/c2ncnc3sccc23)cc1	2.2	-2.1	-74.0	nt	nt	14.6	nt	-11.4	73.9
CCOC(=O)c1ccc(NC(=O)CN(c2ccc(C)cc2)S(=O)(=O)c2c(C)nn(C)c2C)cc1	3.1	21.9	18.3	92.8	93.8	-19.7	89.3	-7.2	-18.8
C=C(C)COc1ccc(-c2n[nH]c(C)c2-c2ccc(Br)cc2)c(O)c1	-9.4	18.1	-1.9	32.4*	6.6*	-22.1	3.8*	-3.4	2.4
COCCCNC(=O)CC(NS(=O)(=O)c1ccc(Cl)cc1)c1ccco1 (configuration not stated)	4.7	-3.7	9.1	102.7	105.9	11.8	96.6	-0.7	-13.9
Oc1ccccc1/C=N/NC1=NCCCCC1	0.3	9.6	-3.9	101.6	87.5	13.0	107.4	-8.4	5.1
Clc1ccc(Cl)c(-c2nn3c(Cn4cnc5ccccc54)nnc3s2)c1	9.9	nt	15.5	107.9	90.3	-8.3	98.1	-0.8	-22.0
COc1cccc(-n2c(SCC(N)=O)nnc2-c2ccncc2)c1	3.9	4.1	-0.7	98.9	100.6	11.2	99.6	-4.0	2.1
Cc1ccc(-c2nnc3c4ccccc4c(C)nn23)cc1NC(=O)CN1CCOCC1	4.9	1.5	-5.0	106.5	103.5	2.8	96.6	-7.3	4.5
CCc1cc2c(NCCN3CCCCC3)ncnc2s1	-6.2	26.1	-3.7	96.1	87.0	9.6	90.7	-3.9	3.4
Nc1nonc1-n1nncc1-c1ccccc1	1.3	1.8	9.8	91.5	79.4	5.1	92.3	-1.3	-10.6
CCOc1ccc(N2C(=O)CSC2c2ccncc2)cc1 (configuration not stated)	4.5	4.5	12.2	nt	nt	-9.9	nt	-4.7	-14.4
O=C(CCN1CCc2ccccc2C1)Nc1ccc(F)cc1	7.4	2.1	0.8	95.8	94.3	-2.0	91.9	-6.1	-2.4
CCC(C)(C)c1ccc(OCCN2C(=O)NC(C)(C)C2=O)cc1	9.6	9.9	-0.4	90.2	66.3	-20.4	89.3	-1.3	2.5
COc1ccc(-c2noc(CCC(=O)N3CCN(Cc4ccccc4)CC3)n2)cc1	-5.5	8.2	6.8	89.8	99.8	-7.5	110.7	-0.6	-5.3

Rewritten with values under each structure: 3 of the compounds above
Each structure is followed by: PTPN22 act | PostGolgi ctrl | sEH act | Fibroblast inh | H69AR inhibit | S1P2 antag | HUVEC inhibit | S1P2 agonist | sEH inh
O=C(Nc1ccc(SC(F)F)cc1)c1cccc2nc3ccccc3nc12
    -0.8 | 4.5 | -1.3 | 39.4* | 10.5* | 1.9 | 25.5* | -7.1 | 4.8
O=C(CN1CCOCC1)N1CCN(S(=O)(=O)c2ccccc2)C1c1ccccc1 (configuration not stated)
    nt | 8.6 | nt | 91.0 | 61.1 | nt | 98.4 | nt | nt
C=CCSc1nc2c(c(=O)n(C)c(=O)n2C)n1CC
    12.4 | -5.4 | 4.6 | 88.6 | 87.4 | 2.8 | 91.0 | -3.3 | -4.4

(more compounds)
SMILES	PTPN22 act	PostGolgi ctrl	sEH act	Fibroblast inh	H69AR inhibit	S1P2 antag	HUVEC inhibit	S1P2 agonist	sEH inh
Cc1ccccc1CSCC(=O)NC1CCCC1	-9.2	5.9	-12.4	107.6	73.7	1.0	109.1	-10.3	14.3
O=C(COc1ccc2ccccc2c1Br)Nn1cnnc1	-0.3	4.8	-11.7	95.1	100.8	-4.7	98.0	-1.4	12.7
Cc1cccc(OCCn2c(CCCO)nc3ccccc32)c1	1.9	30.3*	7.4	nt	nt	5.4	nt	-4.9	-6.9
Cc1cc(C)nc(N/N=C/C(Cl)=C/c2ccccc2)n1	-4.1	-1.2	2.1	nt	nt	-7.2	nt	1.6	0.0
O=C(NC(Cc1ccccc1)C(=O)O)/C(=C\c1ccc(F)cc1)NC(=O)c1ccccc1 (configuration not stated)	0.1	2.2	-2.1	nt	nt	8.1	nt	-5.6	4.9
CC(=O)OCC(OC(C)=O)C(OC(C)=O)C(OC(C)=O)C(=O)Nc1ccc(C)cc1 (configuration not stated)	-12.0	2.6	13.3	97.8	97.4	-15.8	102.7	-2.0	-11.0
O=C(CCCl)Nc1cc(SCCO)cc([N+](=O)[O-])c1	-5.8	7.2	-3.3	nt	nt	0.9	nt	-2.1	4.0
CCCC(=O)Nc1c(C)n[nH]c1C	-11.2	2.7	-11.6	nt	nt	-18.5	nt	-2.2	11.2
O=C(CN1CCCCCC1)Nc1ccccc1F	2.5	5.8	6.0	107.4	101.2	6.9	101.7	-3.3	-2.2
O=C(Nc1cccc(C(F)(F)F)c1)/C(=C/c1ccco1)NC(=O)c1cccs1	-8.6	1.1	-4.9	nt	nt	11.0	nt	-4.5	6.5
COc1cc(NC(=O)Nc2ccccc2OC)c(OC)cc1NC(=O)CN1CCCCC1	2.8	-5.1	21.6	99.6	44.3	-12.5	80.8	-8.5	-24.7
CCc1nc(Sc2nc(C)cc(C)n2)c2oc3ccccc3c2n1	6.5	7.5	12.4	79.3	5.3*	-7.9	102.2	14.5	-15.5
COC(=O)c1nc2n(n1)C(c1cccc(Cl)c1)C1=C(CCCC1=O)N2 (configuration not stated)	-13.7	-4.3	nt	98.6	90.0	-11.6	97.0	-3.2	nt
Cc1cc2c(cc1C)C(=O)NC(C)(C)C2	8.7	19.1	7.3	92.5	104.5	5.4	83.4	-2.4	-8.8
Cc1nc(N2CCCC2)c2ccsc2n1	-2.0	-11.8	3.0	94.8	90.9	-21.1	101.0	-4.2	-4.3
Cc1nnc(SCC(=O)NCc2ccc3c(c2)OCO3)[nH]c1=O	nt	6.9	nt	106.8	101.0	nt	111.5	nt	nt
N#Cc1c(NC(=O)CSc2ncn(-c3ccccc3)n2)sc2c1CCCC2	-15.4	13.0	2.2	94.4	88.1	15.2	88.4	-2.6	1.1
Cc1c(NC(=O)c2cc(-n3cnnc3)ccc2Cl)cccc1-c1nc2ccccc2o1	-16.4	4.2	-1.6	101.2	88.7	55.7*	85.2	-5.1	1.9
Cc1ccc(-c2nn(-c3ccccc3)cc2/C=N/NS(=O)(=O)c2ccccc2)cc1	2.0	8.6	16.9	nt	nt	24.4	nt	-3.8	-14.2
CC(=O)N1CCN(c2ccccc2NC(=O)COc2ccc(Cl)cc2Cl)CC1	-17.6	49.5*	-15.7	84.1	56.8	-15.8	92.2	-4.4	19.7
Cc1ccc2c(CC(=O)OCc3cc(=O)n4c(n3)sc3ccccc34)coc2c1	-8.9	12.6	1.1	nt	nt	20.8	nt	-2.5	1.8

Some of the compounds tested (hit frequency here may not be typical).
